RNase H inhibition = RNase H inhibition, HIV 1 Gag Pol polyprotein, FRET biochemical assay, screening (AID 372) | HIV-1 RT RNase H, FRET RNA/DNA substrate fluorescence; higher % means a stronger effect | actives 0.77% (n = 100,000) | inhibition, % at 10 µM, or IC50 in µM where a hit was titrated; in the data active means inhibition above about 50%
The depositor's hits bear a star; i = inactive. This is a subset; rates above refer to the full screens.

SMILES | RNase H inhibition
CCOCCOC(=O)C1=C(C)NC2=C(C(=O)CC(c3ccccc3)C2)C1c1cc2c(cc1Br)OCO2 (configuration not stated) | 10%
Cc1ccc(-c2csc(N)n2)cc1 | 9%
Cc1oc(C)c2c(=O)cc(-c3ccc4c(c3)OCO4)cc(O)c12 | 16%
Cc1ccc(NS(=O)(=O)c2ccc(Cl)cc2)cc1C | 0%
O=c1oc(-c2ccccc2F)nc2c1cnn2-c1ccccc1 | 5%
N#Cc1c(/N=C/c2cc(Br)cc(Br)c2O)sc2c1CCCC2 | 8%
CCSc1nc(-c2ccccc2)ccc1C#N | 25%
Clc1ccccc1OCCCN1CCOCC1 | 2%
O=C(N/N=C/c1ccc(Cl)cc1)c1ccccc1F | 6%
COc1cc(/C=C2/S/C(=N/S(=O)(=O)c3ccccc3)NC2=O)c([N+](=O)[O-])cc1OC | 6%
N#Cc1c(NC(=O)CCc2ccccc2)sc2c1CCCC2 | 8%
COc1ccc(-n2c(O)c(C3=c4ccccc4=NC3=O)sc2=O)cc1 | 14%
O=C1NC(=S)S/C1=C/c1cc(Cl)ccc1OCc1ccc(Cl)cc1Cl | 39%
Cc1cc(C)cc(NC(=O)CCCc2ccccc2)c1 | 16%
Cc1ccc2oc(-c3ccc(C)c(N=C/C=C/c4ccc(Cl)cc4)c3)nc2c1 | 8%
CCCOc1ccc(N2C(=O)CC(N3CCC(O)CC3)C2=O)cc1 (configuration not stated) | 5%
C=C(C)C1CC=C(C)/C(=N/NC(=O)c2cccc(C)c2)C1 (configuration not stated) | 6%
Cc1n[nH]c(C)c1CCCCCCOc1cccc(Cl)c1 | 5%
COC(=O)c1c(NC(=O)c2cccnc2)sc(C)c1C | 10%
O=C(c1ccccc1)N1CCN=C1c1ccccc1 | 10%

4 consecutive records from above:
SMILES | RNase H inhibition
O=C(N/N=C/c1ccc(Cl)cc1)c1ccccc1F | 6%
COc1cc(/C=C2/S/C(=N/S(=O)(=O)c3ccccc3)NC2=O)c([N+](=O)[O-])cc1OC | 6%
N#Cc1c(NC(=O)CCc2ccccc2)sc2c1CCCC2 | 8%
COc1ccc(-n2c(O)c(C3=c4ccccc4=NC3=O)sc2=O)cc1 | 14%

Additional results follow.
SMILES | RNase H inhibition
COc1ccc(OCCOc2ccccc2/C=C2\SC(=S)NC2=O)cc1 | 7%
C=CCSc1nc2c(c(=O)n1CC=C)C1(CCCC1)Cc1ccccc1-2 | 7%
CCC(=O)N1c2ccccc2NC2=C(C(=O)CC(c3ccccc3)C2)C1c1cccc(Br)c1 (configuration not stated) | 15%
COc1ccc(S(=O)(=O)N2CCN(Cc3cc(OC)c(O)c(OC)c3)CC2)cc1 | 0%
CCN(CC)c1ccc(NC(=O)c2ccc(I)cc2)cc1 | 9%
O=C(Nc1ccc2oc(-c3ccccc3F)nc2c1)c1ccc(Cl)c([N+](=O)[O-])c1 | 39%
Cc1cccc(Cl)c1OCCCn1ccnc1 | 7%
COc1ccc(C2C3C(=O)N(c4ccc(Br)cc4)C(=O)C3ON2c2ccccc2)cc1 (configuration not stated) | 0%
CCN(CC)c1ccc(/C=N/NC(=O)CCc2n[nH]c(=O)[nH]c2=O)cc1 | 13%
COc1ccc(CNC(=O)C(=O)Nc2cccc(Cl)c2)cc1 | 7%
Cc1ccc(-n2nc3ccc(NC(=S)NC(=O)c4cccc(Br)c4)cc3n2)cc1 | 20%
COc1ccc(CN2CC(C)CC(C)C2)cc1OC (configuration not stated) | 1%
CCOc1ccccc1OCCOCCOc1cccc(OC)c1 | 26%
Cc1ccccc1NC(=O)c1c(NC(=O)c2cccc(Br)c2)sc2c1CCCC2 | 17%
COc1cc(/C=C2/SC(=O)NC2=O)cc(Cl)c1O | 0%
Cc1ccc2[nH]c(C)c(CN(C)Cc3ccccc3)c(=O)c2c1 | 0%
CCc1c(C#N)c(N)nc(SCC(=O)c2ccc(Cl)c(Cl)c2)c1C#N | 14%
O=C(O)c1cc(-c2ccccc2)n(-c2ccccc2)n1 | 14%
N#C/C(=C\c1ccc(-c2ccc(S(N)(=O)=O)cc2)o1)C(N)=O | 5%
CCC(=O)N1c2ccccc2NC2=C(C(=O)CC(C)(C)C2)C1c1ccccn1 (configuration not stated) | 13%
C/C(=N\Nc1cc(-c2ccccc2)nc(-c2ccc(Br)cc2)n1)c1ccc([N+](=O)[O-])cc1 | 12%
CCOc1ccc(C=Nc2ccc(C)c(Br)c2)cc1 | 13%
O=C(CCN1C(=O)/C(=C\c2cccs2)SC1=S)Nc1nccs1 | 6%
COc1ccc(/C=C(\NC(=O)c2ccccc2)C(=O)Nc2ccc(Cl)cc2)cc1OC | 16%
CN1CCN(CCC(=O)N/N=C/c2cccnc2)CC1 | 1%
O=C(/C=C/c1ccccc1)NC(=S)Nc1ccc(NC(=O)c2ccccc2)cc1 | 9%
CC(C)(CN1CCCCC1)NS(=O)(=O)c1ccc(Cl)cc1 | 4%
COc1cc(CN2CCN(Cc3ccc(C(F)(F)F)cc3)CC2)cc(OC)c1OC | 3%
CCN(CC)C(=O)c1sc(NC(=O)C2c3ccccc3Oc3ccccc32)c(C(N)=O)c1C | 15%
CC(=O)Nc1ccc(S(=O)(=O)Nc2ccc(Nc3ccccc3)cc2)cc1 | 16%
COC(=O)C1=C(C)NC(=S)NC1c1cccc(OC)c1OCc1ccccc1 (configuration not stated) | 8%
COc1cc(/C=c2\sc3nc4c(C)cc(C)cc4n3c2=O)ccc1O | 10%
Cc1ccc(C(=O)Nc2c(F)c(F)c(F)c(F)c2F)cc1[N+](=O)[O-] | 4%
Cc1ccc(C(=O)Oc2ccccc2C(=S)N2CCOCC2)cc1 | 0%
CCC1CCCCN1Cc1ccc(OC)c(C)c1 (configuration not stated) | 1%
CCc1ccc(S(=O)(=O)n2ccnc2C)cc1 | 13%
C(=NCC12CCC3CC(CC(C3)C1)C2)c1ccc(C=NCC23CC4CC(CC(C4)C2)C3)cc1 | 7%
CC1=C(C(=O)Nc2ccc(C)c(Cl)c2)C(c2ccc(N(C)C)cc2)NC(=O)N1 (configuration not stated) | 27%
Cc1ccc(S(=O)(=O)NNC(=O)c2c[nH]c3ccccc23)cc1 | 10%
Cc1ccccc1OCC(=O)Nc1ccc(Cl)cc1Cl | 3%
O=C(NCc1ccccc1)C(=O)NN=C1CCCCCCCCCCC1 | 15%
Cc1cccc(N2C(=O)/C(=C/c3cccn3-c3ccccc3)C(=O)NC2=S)c1C | 30%
Cc1cc(Cl)ccc1NC(=O)CN(c1cccc([N+](=O)[O-])c1)S(=O)(=O)c1ccccc1 | 20%
COc1ccc(/C=C2/SC(=O)N(CCCC(=O)Nc3ccccc3O)C2=O)cc1 | 23%
O=C(/C=C/c1ccc(-c2cccc(C(F)(F)F)c2)o1)c1ccco1 | 26%
CC1=C(C(=O)OC2CCCCCC2)C(c2ccc3c(c2)OCO3)C2=C(CCCC2=O)N1 (configuration not stated) | 5%
Cc1ccc2nc3[nH]c(=O)[nH]c(=O)c3nc2c1 | 3%
C(=N\Nc1nc(N2CCCC2)nc(N2CCCC2)n1)/c1ccc2c(c1)OCO2 | 15%
NS(=O)(=O)c1ccc(CCNC(=O)c2cccc(Cl)c2)cc1 | 2%
O=C(N/N=C/c1cccs1)C(=O)Nc1cccc(Br)c1 | 3%

Other compounds.
SMILES | RNase H inhibition
CS(=O)(=O)N(CC(=O)NCCSc1ccccn1)c1ccc(Oc2ccccc2)cc1 | 4%
O=C(/C=C/c1ccccc1Cl)Nc1ccc([N+](=O)[O-])cc1 | 18%
Cc1cc(OCC(=O)Nc2ccc(Cl)cn2)ccc1Br | 13%
CCCNC(=O)c1sc2ccccc2c1Cl | 0%
CCOC(=O)c1ccc(NC(=O)C(CC)Oc2ccccc2)cc1 (configuration not stated) | 0%
COc1ccc(CNC(=O)C(=O)Nc2ccc([N+](=O)[O-])cc2)cc1 | 11%
CC(=O)c1c(C)nc(-c2ccccc2)nc1N | 0%
O=C(NC(=S)Nc1cccc(-c2nc3cc(Cl)ccc3o2)c1)c1ccco1 | 39%
CC(=O)Nc1ccccc1NC(=O)COc1ccccc1 | 0%
CCN(CC)c1ccc(C=Nn2c(-c3ccc(Cl)cc3Cl)n[nH]c2=S)c(O)c1 | 16%
CN1CCN(C(=O)c2ccccc2NC(=O)CN2C(=O)c3ccccc3C2=O)CC1 | 2%
O=C(Nc1ccc2c(c1)OCO2)c1ccc([N+](=O)[O-])cc1Cl | 12%
O=C(COc1ccc(Cl)cc1)Oc1ccc2c(c1)oc(=O)c1ccccc12 | 54%*
Nc1[nH]n(-c2ccccc2)c(=O)c1N=Nc1ccccc1[N+](=O)[O-] | 6%
COc1ccc(OC)c(N(CC(=O)NCc2ccccc2)S(=O)(=O)c2ccc(OC)c(OC)c2)c1 | 5%
Nc1ccccc1SC1=C([N+](=O)[O-])CS(=O)(=O)C1 | 26%
Cn1c(/C=N/c2ncc(Br)cc2Br)nc2ccccc21 | 0%
Cc1ccc(C(=O)/C=C/Nc2ccc(Br)c(Cl)c2)cc1 | 1%
O=C(Nc1cccc2c1CCCC2)c1cccc(Br)c1 | 1%
COc1cc(OC)c(CN2CCN(c3ncccn3)CC2)cc1Br | 10%

By substructure, those above with fluorine
SMILES | RNase H inhibition
O=c1oc(-c2ccccc2F)nc2c1cnn2-c1ccccc1 | 5%
O=C(N/N=C/c1ccc(Cl)cc1)c1ccccc1F | 6%
O=C(Nc1ccc2oc(-c3ccccc3F)nc2c1)c1ccc(Cl)c([N+](=O)[O-])c1 | 39%
COc1cc(CN2CCN(Cc3ccc(C(F)(F)F)cc3)CC2)cc(OC)c1OC | 3%
Cc1ccc(C(=O)Nc2c(F)c(F)c(F)c(F)c2F)cc1[N+](=O)[O-] | 4%
O=C(/C=C/c1ccc(-c2cccc(C(F)(F)F)c2)o1)c1ccco1 | 26%

(continued)
SMILES | RNase H inhibition
O=S(=O)(NC1CC2CCC1C2)c1ccc(F)cc1 (configuration not stated) | 8%
CC(=O)c1ccc(NC(=S)NC(=O)c2cccc(F)c2)cc1 | 7%
O=C1S/C(=C\c2ccccc2[N+](=O)[O-])C(=O)N1Cc1ccccc1 | 4%
Cc1cc(Cl)ccc1OCC(O)CN1CCN(Cc2ccc3c(c2)OCO3)CC1 (configuration not stated) | 8%
O=C(NCCCN1CCOCC1)c1cc2nc(-c3ccc(Cl)cc3)cc(C(F)(F)F)n2n1 | 8%
Cc1c(C)c2ccc(OCc3ccccc3)c(C)c2oc1=O | 32%
C=CCOC(=O)C1=C(C)NC(C)=C(C(=O)OCC=C)C1c1cccc([N+](=O)[O-])c1 | 5%
Cc1ccc(N=Cc2cc([N+](=O)[O-])ccc2Cl)cc1Br | 2%
Cn1c(=N)n(CC(O)c2ccccc2)c2ccccc21 (configuration not stated) | 4%
N/C(=N\OC(=O)c1ccc2ccccc2c1)c1cccc([N+](=O)[O-])c1 | 7%
CC(=O)N/N=C/c1ccc(-c2cccc([N+](=O)[O-])c2)o1 | 14%
COc1ccc(CCNC(=O)/C=C/c2cc(OC)ccc2OC)cc1 | 10%
Cc1ccc(-c2cc(C(=O)Nc3sc(C(=O)OC(C)C)c(C)c3C(N)=O)c3ccccc3n2)s1 | i
CC(C)NC(=O)COc1ccc(C=C2C(=O)NC(=O)NC2=O)cc1 | 8%
CCCCCC(=O)N/N=C(\C)c1ccc(OC)cc1 | 7%
COc1cc(/C=N/N2CCN(Cc3ccc(Cl)cc3)CC2)cc(OC)c1OC(C)=O | 14%
O=C(C[n+]1cccc(Br)c1)c1ccccc1 | 0%
Cc1cc(C)c(OCC(=O)Nc2ccc(Br)cc2)c(Cl)c1 | 0%
Cc1cc(C)c2c(N)c(C(=O)Nc3ccc(Br)cc3)sc2n1 | 10%
O=C(CN1CCCCCCC1)N/N=C/c1ccccc1Br | 16%
C=CCOc1ccccc1/C=N/NC(=O)COc1ccccc1CC=C | 4%
COc1ccc(OC)c(NC(=O)CN(c2ccc(OC)cc2OC)S(C)(=O)=O)c1 | 5%
CCOC(=O)c1sc(NC(=O)CCc2ccccc2)nc1C | 0%
CS(=O)(=O)N(CC(=O)NCC1CCCO1)c1ccccc1F (configuration not stated) | 9%
O=C(Nc1cc(C(F)(F)F)ccc1Cl)c1ccc(C(=O)Nc2cc(C(F)(F)F)ccc2Cl)nc1 | 3%
Cc1nc2ccc(NC(=S)NCCCO)cc2nc1C | 0%
CCOc1ccccc1NC(=O)C(=O)NCCOC | 6%
COc1cc(/C=N/NC(=O)c2ccc(N3Cc4ccccc4C3)cc2)ccc1O | 31%
COc1ccc2c(c1OC)C(=O)OC2Nc1ccccn1 (configuration not stated) | 0%
C=CCN1C(=O)/C(=C\c2ccc(OS(=O)(=O)c3ccccc3)c(OC)c2)SC1=S | 13%
Cc1ccc(OCCOCCOc2ccc(Br)cc2/C=N\n2cnnc2)cc1 | 5%
O=C(Nc1cccc(-c2nc3ccccc3c(=O)o2)c1)c1ccccc1Br | 15%
O=C(O)c1cccc(S(=O)(=O)N2CCCC2)c1 | 0%
Cc1cc(=O)oc2cc(OC/C(=N\O)c3ccc(Cl)cc3)c(Cl)cc12 | 19%
O=C(COc1cccc(Cl)c1)Nc1ccc(OCc2ccccc2)cc1 | 1%
CCCN(CCC)c1ccc(/C=N/NC(=O)Cc2ccccc2)cc1 | 30%
CCOc1cc(C=C2C(=O)NC(=O)NC2=O)ccc1OCc1ccccc1 | 11%
CCOc1ccc(C(=O)Nc2ccc(-c3nc4ccccc4s3)c(O)c2)cc1Cl | 14%
O=C1/C(=C\c2cc([N+](=O)[O-])ccc2Cl)Sc2ccccc21 | 4%
CCCOc1ccc(CSc2n[nH]c(CC)n2)cc1 | 1%
O=C(NC1CCCCC1)ON=C1c2ccccc2-c2ccccc21 | 40%
O=C(c1ccc(S(=O)(=O)N2CCCCCC2)cc1)N1CCN(c2ccccc2)CC1 | 7%
CNC(=S)N(CCc1ccc(OC)c(OC)c1)C1CC(=O)N(c2ccccc2)C1=O (configuration not stated) | 7%

Screening data deposited in PubChem by MTDP.
